Compound activity from PubChem BioAssay.
FN deposit inh = fibronectin deposition inhibition; AH1F fibroblasts, Alexa488-fibronectin deposition fluorescence, overnight; inhibition, % at 12.6 µM; 0.086% of 350,000 active; AID 743247;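 active means mean inhibition across replicates of 30% or more, regardless of how many single replicates reach that level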;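 further: positive control wells lacked labelled fibronectin entirely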
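Measured by – fluorescence 485/525 nm · System – AH1F fibroblast monolayer, labelled fibronectin deposition · Amount – 10000 cells per well · Buffer or medium – serum-reduced DMEM (2% serum) · Doses – single dose, pinned · Also added – fluorescent fibronectin at 24 nM final · Schedule – 1 h cell attachment, overnight exposure to compound and label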
EWS-Fli block = inhibitors of EWS/Fli oncoprotein transcriptional activity. inhibition, % at 12.6 µM. 0.67% of 350,000 active. A673 NR0B1-luciferase reporter, viability-normalised;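 active means mean inhibition of at least 50% after viability correction, with every replicate also passing that limit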;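 further: firefly luciferase signal divided by Alamar Blue viability fluorescence both relative to DMSO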
PAX8 inh HTS = PAX8 transcriptional activity inhibition; RMG-I TPO-luciferase reporter, SteadyGlo, 24 h; inhibition, % at 12.6 µM; 1.2% of 360,000 active; AID 652154;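 active means mean replicate inhibition at least 60% with every replicate also reaching 60%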;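 further: luciferase light reporting Pax8 driven TPO promoter activity; plate controls were median of neutral control wells for no effect and mitoxantrone controls for full effect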
PGC1a acetyl inh = lowers PGC1a acetylation signal in U2OS cells. AlphaScreen anti-acetyl-lysine; with virally co-expressed GCN5 acetyltransferase. inhibition, % at 15.6 µM. 0.17% of 350,000 active. AID 651687;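 active means every replicate shows inhibition of at least 40%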;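 further: 0% = neutral control wells and 100% = positive control wells; some results beyond the cut were filed as inactive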
LGR2 antag = inhibitors of bursicon-induced Drosophila LGR2 receptor cAMP signaling | HEK293 LGR2, CRE-luciferase, bursicon-stimulated, 4 h | inhibition, % at 9.99 µM | 0.35% of 380,000 active;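 active means drop in luminescence signal, shown as inhibition above about 50% in the replicate tests, limit read from the data, passing the limit was not always enough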;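 further: agonist challenge used bursicon conditioned medium at about half maximal strength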
Casp6 inh = caspase-6 (human) enzyme inhibition; purified caspase-6, Z-VEID-R110 cleavage fluorescence; 0.53% of 350,000 active; inhibition, % at 12.5 µM; P55212; AID 686996;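 active means mean inhibition across replicates at least about 35%, with every replicate also reaching that limit, limit read from the data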;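 further: 0% = median of neutral control wells and 100% = no fluorescence left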
Target sequence (P55212 24-179 limits assumed): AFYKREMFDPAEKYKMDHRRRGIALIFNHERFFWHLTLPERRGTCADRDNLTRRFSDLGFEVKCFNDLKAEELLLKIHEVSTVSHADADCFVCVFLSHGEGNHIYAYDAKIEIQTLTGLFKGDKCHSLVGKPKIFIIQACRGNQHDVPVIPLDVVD
Target sequence (P55212 194-293 limits assumed): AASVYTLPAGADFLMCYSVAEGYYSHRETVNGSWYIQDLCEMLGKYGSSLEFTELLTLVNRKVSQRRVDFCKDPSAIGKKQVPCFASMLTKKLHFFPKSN
Cneo AK release = causes C. neoformans cell lysis. AID 651654. lysis activity, % at 15 µM. 0.2% of 360,000 active. adenylate kinase release luminescence, 4 h; normalised: neutral wells 0, clomiphene wells 100;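 active means mean lysis activity across replicates of at least 80%, whatever share of replicates individually reach that level; inactive means mean lysis activity below 80%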
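Material – Cryptococcus neoformans yeast cells · Quantity – 5 × 10^6 yeast cells/mL · Buffer or medium – YPD medium · Compound – single dose · Timing – 4 h static compound exposure, 37 °C, read 1 h post-reagent · Signal – adenylate kinase release luminescence · Read-out basis – lysis from increased AK signal · Benchmarks – Clomiphene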
miR122 inh = miR-122 inhibition in Huh7 cells; AID 602342; Huh7 miR-122 Renilla luciferase sensor, 48 h; neutral wells = 0, positive control = 100; activation (reporter increase), % at 12.5 µM; 0.3% of 340,000 active;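 active means mean replicate activation score at least 90 and every replicate individually at or above 90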;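 further: higher luciferase means less miR-122 activity so hits act as miR-122 inhibitors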
* hit, by the source's call; . = no result given; [ ] = another dose, or the depositor's remark.

The opening six records, to show the layout:
| cpd | compound | FN deposit inh | EWS-Fli block | PAX8 inh HTS | PGC1a acetyl inh | LGR2 antag | Casp6 inh | Cneo AK release | miR122 inh |
| --- | --- | --- | --- | --- | --- | --- | --- | --- | --- |
| 1 | COCCSc1nc(N)c(NC(=O)c2ccco2)c(=O)[nH]1 | 2 | 3 | -19 | 2 | -8 | -4 | -3 | . |
| 2 | C[C@@H]1CN([C@H](C)CO)C(=O)Cc2cc(NS(=O)(=O)c3ccc(F)cc3)ccc2O[C@H]1CN(C)C(=O)Nc1ccccc1 | . | 1 | . | 1 | 1 | -1 | -1 | 0[16.7 µM] |
| 3 | COc1ccccc1NC(=O)CCn1c(=O)sc2ccccc21 | . | -6 | . | -1 | -4 | 8 | 2 | 2 |
| 4 | C[C@H](CO)N1C[C@H](C)[C@@H](CN(C)C(=O)c2cccc(F)c2)Oc2ncc(-c3cncnc3)cc2C1=O | . | -20 | . | 3 | 7 | 1 | -3 | -3[16.7 µM] |
| 5 | C[C@@H]1CN([C@H](C)CO)C(=O)c2cc(N(C)C)ccc2O[C@@H](C)CCCCO[C@H]1CN(C)C(=O)CCC(F)(F)F | . | -5 | 17 | -12 | -6 | 0 | 2 | 2[16.7 µM] |
| 6 | COCC#Cc1ccc([C@@H]2[C@H]3CN(Cc4cncnc4)CCCCN3[C@H]2CO)cc1 | . | 2 | -4 | 11 | 2 | -7 | -1 | 1[16.7 µM] |

Main list, from the start:
| cpd | compound | FN deposit inh | EWS-Fli block | PAX8 inh HTS | PGC1a acetyl inh | LGR2 antag | Casp6 inh | Cneo AK release | miR122 inh |
| --- | --- | --- | --- | --- | --- | --- | --- | --- | --- |
| 1 | COCCSc1nc(N)c(NC(=O)c2ccco2)c(=O)[nH]1 | 2 | 3 | -19 | 2 | -8 | -4 | -3 | . |
| 2 | C[C@@H]1CN([C@H](C)CO)C(=O)Cc2cc(NS(=O)(=O)c3ccc(F)cc3)ccc2O[C@H]1CN(C)C(=O)Nc1ccccc1 | . | 1 | . | 1 | 1 | -1 | -1 | 0[16.7 µM] |
| 3 | COc1ccccc1NC(=O)CCn1c(=O)sc2ccccc21 | . | -6 | . | -1 | -4 | 8 | 2 | 2 |
| 4 | C[C@H](CO)N1C[C@H](C)[C@@H](CN(C)C(=O)c2cccc(F)c2)Oc2ncc(-c3cncnc3)cc2C1=O | . | -20 | . | 3 | 7 | 1 | -3 | -3[16.7 µM] |
| 5 | C[C@@H]1CN([C@H](C)CO)C(=O)c2cc(N(C)C)ccc2O[C@@H](C)CCCCO[C@H]1CN(C)C(=O)CCC(F)(F)F | . | -5 | 17 | -12 | -6 | 0 | 2 | 2[16.7 µM] |
| 6 | COCC#Cc1ccc([C@@H]2[C@H]3CN(Cc4cncnc4)CCCCN3[C@H]2CO)cc1 | . | 2 | -4 | 11 | 2 | -7 | -1 | 1[16.7 µM] |
| 7 | Cc1cc(C)cc(N2C(=O)CC(Sc3nnnn3-c3ccccc3)C2=O)c1 (configuration not stated) | . | 22 | . | -27 | 15 | -2 | -8 | -6 |
| 8 | CCCNC(=O)C1(C)CCCN(Cc2cccs2)C1 (configuration not stated) | -6 | 2 | 4 | -12 | 2 | 0 | -1 | -5 |
| 9 | Cc1ccc(OCc2nc3ccccc3n2C(C(=O)NC(C)(C)C)c2ccncc2)cc1 (configuration not stated) | 1 | -41 | -41 | . | -1 | 0 | . | . |
| 10 | CCC(=O)OC1(C)C(=O)C2=COC(c3ccc(OC)cc3)=CC2=C(Br)C1=O (configuration not stated) | -9 | -9 | 4 | -3 | 5 | . | 1 | 7 |
| 11 | CCn1c2ccccc2c2cc(NC(=O)c3ccco3)ccc21 | . | -8 | . | -5 | -11 | -2 | 1 | 4 |
| 12 | O=C1C(c2ccccc2)=NCCN1C(c1ccc(F)cc1)c1nc2ccccc2[nH]1 (configuration not stated) | 4 | -10 | -34 | 3 | -11 | -4 | -12 | 8 |
| 13 | CCC(C(=O)OC)n1cnc2c(nnn2-c2cccc(OC)c2)c1=O (configuration not stated) | -3 | -3 | -3 | . | -18 | . | . | . |
| 14 | C[C@H](CO)N1C[C@H](C)[C@H](CN(C)C)Oc2cc(C#Cc3cccc(F)c3)ccc2S1(=O)=O | 7 | 10 | . | -30 | -5 | 0 | 58 | -8[16.7 µM] |
| 15 | CCCC(=O)Nc1ccc2c(c1)C(=O)N(C)C[C@H](OC)[C@@H](C)CN(Cc1nccs1)[C@H](C)CO2 | -8 | 4 | -3 | -2 | -4 | . | 1 | . |
| 16 | O=C(NC(O)C(=O)c1ccccc1)c1ccccn1 (configuration not stated) | 2 | -3 | 17 | . | -8 | 1 | -4 | . |
| 17 | CN(C)c1ccc(C2C3CCCc4ccccc4C3=NN2C)cc1 (configuration not stated) | 1 | -61 | -69 | 6 | -85 | 1 | . | . |
| 18 | CCN(CC)c1ccc(/C=N/Nc2nc(C)cc(C)n2)c(O)c1 | -5 | 4 | 42 | . | . | 0 | . | . |
| 19 | NC(=O)c1cc[n+](CC(=O)NC(=O)Nc2ccccc2)cc1 | 7 | -6 | -41 | . | -2 | -6 | 0 | . |
| 20 | CCc1ccccc1NC(=O)c1cnc2n(c1=O)CCS2 | -3 | -12 | 6 | 2 | -7 | -1 | 6 | 0 |

(listing goes on)
| cpd | compound | FN deposit inh | EWS-Fli block | PAX8 inh HTS | PGC1a acetyl inh | LGR2 antag | Casp6 inh | Cneo AK release | miR122 inh |
| --- | --- | --- | --- | --- | --- | --- | --- | --- | --- |
| 21 | COc1ccccc1NS(=O)(=O)c1cccc(C(=O)NN)c1 | 9 | . | . | 8 | . | . | -2 | -2 |
| 22 | Cc1ccc(C(c2c(C)n(C)n(-c3ccccc3)c2=O)c2c(C)n(C)n(-c3ccccc3)c2=O)s1 | 10 | 13 | 17 | -2 | 6 | 2 | . | 4 |
| 23 | O=C(CN1CCN(c2ccc(O)cc2)CC1)Nc1cc(S(=O)(=O)N2CCCCC2)ccc1Cl | . | 21 | 31 | -10 | 11 | 1 | . | . |
| 24 | Cc1cccc(NC(=S)N2CCn3cccc3C2c2cccnc2)c1 (configuration not stated) | 4 | 16 | 2 | . | -27 | -3 | . | . |
| 25 | CCn1c(NC(=O)c2nn(C)cc2Br)nc2ccccc21 | 1 | -12 | -6 | . | 8 | -3 | . | . |
| 26 | CC(=O)N(Cc1ccc(Br)cc1)c1cccc(C)c1C | 5 | 4 | 13 | 3 | 20 | 4 | -1 | -4 |
| 27 | CC(=O)c1ccc(OCc2c(-c3ccccc3)nnn2CC(=O)NS(=O)(=O)c2ccc(C)cc2)cc1 | 7 | -2 | -10 | -42 | -10 | 3 | -1 | 1 |
| 28 | COc1ccc2[nH]c3c(c2c1)CCN1C(=O)C(CC(=O)NCc2cccc(C(F)(F)F)c2)C[C@H](C(=O)N(C(C)C)C(C)C)[C@@]31C (some centres not stated) | -13 | -1 | 27 | 2 | -6 | -2 | 0 | 0 |
| 29 | CCc1nc2c(OCC(=O)N(C)C)cccn2c1N(C=O)Cc1ccc(OC)cc1 | 0 | 0 | 11 | 0 | -7 | 0 | 1 | -5 |
| 30 | O=[N+]([O-])c1ccc(N2CCCC2)c([N+](=O)[O-])c1 | -7 | -7 | 8 | . | 9 | -5 | 1 | . |
| 31 | Cc1ccc(-n2ccnc2SCC(=O)c2c(N)n(C3CC3)c(=O)[nH]c2=O)cc1C | 3 | 0 | 3 | -1 | 5 | -5 | -2 | -4 |
| 32 | CCCCC[C@H](C)N1C[C@@H](COCc2ccccc2)Oc2cc(N3CCC[C@H]3C(N)=O)ccc2S1(=O)=O | . | -16 | 11 | . | -15 | 0 | . | . |
| 33 | O=C(C[C@@H]1CC[C@H](NC(=O)Nc2ccc3c(c2)OCO3)[C@H](CO)O1)NCc1ccccc1 | . | 5 | 8 | 2 | -1 | 0 | 4 | . |
| 34 | Cc1occc1C(=O)Nc1ccccc1C#N | 4 | -4 | -10 | -2 | -6 | 0 | 0 | -12 |
| 35 | CC(CCc1ccccc1)NC(=O)COC(=O)c1ccccc1O (configuration not stated) | -1 | -1 | 0 | -2 | 0 | -2 | -1 | -3 |
| 36 | O=C(Nc1ccccc1)OCc1cn(-c2ccc(Cl)cc2)nn1 | -5 | . | . | 0 | . | . | -3 | 13 |
| 37 | CCS(=O)(=O)C1=NSC2=NC(=O)/C(=C\c3ccc(OC(=O)c4ccco4)cc3)C(=N)N21 | -9 | 14 | -1 | 2 | 6 | . | 3 | -5 |
| 38 | CCCN(C)C[C@H]1Oc2ncc(-c3cccc(C#N)c3)cc2C(=O)N([C@@H](C)CO)C[C@H]1C | 5 | -3 | . | 18 | 14 | -6 | 1 | 0[16.7 µM] |
| 39 | CCOC(=O)CNC(=S)N(Cc1ccccc1)Cc1cccs1 | -12 | 1 | 17 | -4 | 0 | 8 | 3 | 0 |
| 40 | Cc1cccc(NC(=O)CSc2nc3[nH]c(=O)cc(O)c3s2)c1 | -5 | 3 | 2 | . | -2 | 1 | 1 | . |

Carrying on:
| cpd | compound | FN deposit inh | EWS-Fli block | PAX8 inh HTS | PGC1a acetyl inh | LGR2 antag | Casp6 inh | Cneo AK release | miR122 inh |
| --- | --- | --- | --- | --- | --- | --- | --- | --- | --- |
| 41 | C[C@H]1CCCCO[C@H](CN(C)Cc2ccc(C(=O)O)cc2)[C@@H](C)CN([C@@H](C)CO)C(=O)c2cc(NC(=O)c3ccccc3)ccc2O1 | -5 | -5 | 15 | 5 | -5 | 0 | -1 | 7[16.7 µM] |
| 42 | CC1(c2nnc(Cc3ccccc3)o2)CC(c2ccc(C#N)cc2)=NO1 (configuration not stated) | -8 | 6 | -11 | -1 | 7 | 4 | 0 | -7 |
| 43 | COc1ccc(N2CCN(C(CNS(=O)(=O)c3ccccc3)c3ccccc3)CC2)cc1 (configuration not stated) | -8 | -1 | -9 | -9 | 13 | -3 | . | 12 |
| 44 | CNC[C@@H]1Oc2ccc(N)cc2C(=O)N([C@H](C)CO)C[C@H]1C | -14 | 6 | 23 | -3 | 7 | . | 6 | 2[16.7 µM] |
| 45 | Cn1c(=O)c(C(=O)NCc2ccccc2)c(O)c2ccccc21 | -3 | -61 | -29 | -1 | -38 | -1 | -2 | -6 |
| 46 | C[C@@H]1CN([C@@H](C)CO)C(=O)c2cccc(N(C)C)c2O[C@H]1CN(C)S(=O)(=O)c1ccccc1 | 11 | -1 | -10 | 0 | -9 | 0 | -1 | -4[16.7 µM] |
| 47 | O=C(NC(=S)Nc1ncc(Br)cc1Br)c1ccccc1 | -7 | -113 | -62 | 3 | -95 | . | -4 | 0 |
| 48 | Fc1cc(F)cc(Nc2nc(Cl)nc(NC3CCCC3)n2)c1 | -4 | 0 | 16 | . | -21 | 0 | 3 | . |
| 49 | COc1cccc(S(=O)(=O)N2CCCCN3[C@H](CO)[C@@H](c4ccc(-c5ccccc5)cc4)[C@H]3C2)c1 | . | 13 | -5 | 1 | -5 | 2 | -2 | -3[16.7 µM] |
| 50 | N#C/C(=C(/O)COC(=O)c1ccc(O)cc1)c1nc2ccccc2[nH]1 | -5 | 1 | -6 | -2 | 16 | 4 | -1 | -1 |
| 51 | Cc1cc2ccccc2n1CCNC(=O)COc1ccccc1 | -4 | 19 | 17 | . | -15 | 1 | 3 | . |
| 52 | COCCNC(=O)C[C@@H]1CC[C@@H]2[C@H](COC[C@H](O)CN2Cc2cccc(-c3ccncc3)c2)O1 | -30 | 6 | 7 | -4 | 20 | 2 | -1 | 11[16.7 µM] |
| 53 | COc1ccc(C2/C=C\CNCC(=O)N2Cc2ccc(F)cc2)cc1 (configuration not stated) | 1 | 3 | -2 | 5 | 8 | -3 | -2 | -5 |
| 54 | O=C(OCC(=O)c1ccc(Cl)cc1Cl)c1ccccn1 | 0 | 1 | 2 | 4 | 0 | 1 | -1 | 4 |
